Compound activity from PubChem BioAssay.
D3 antag = blocks the human D3 dopamine receptor | P35462 | AID 652054 | D3R cells, DiscoveRx beta-arrestin luminescence, antagonist mode; stronger effect = lower value | 2.5% of 360,000 active | max response, negative = inhibition, %; in the data active = max response below about -50%; inconclusive = no clear call, values can overlap the other calls; also: % is scaled to controls: 0 for no effect and ±100 for the full control effect; mostly tested at two doses, the higher about 12 µM
Target sequence (P35462 whole entry, looked up): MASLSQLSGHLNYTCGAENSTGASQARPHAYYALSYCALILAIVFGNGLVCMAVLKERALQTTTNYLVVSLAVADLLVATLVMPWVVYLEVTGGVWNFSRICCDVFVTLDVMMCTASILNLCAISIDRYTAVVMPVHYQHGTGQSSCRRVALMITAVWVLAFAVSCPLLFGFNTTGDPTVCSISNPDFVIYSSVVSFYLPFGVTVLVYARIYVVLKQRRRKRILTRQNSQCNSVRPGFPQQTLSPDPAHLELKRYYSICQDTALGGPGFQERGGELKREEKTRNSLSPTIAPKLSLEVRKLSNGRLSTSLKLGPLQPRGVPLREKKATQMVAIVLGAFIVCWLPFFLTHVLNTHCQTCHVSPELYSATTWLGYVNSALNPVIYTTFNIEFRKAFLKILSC
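Cells expressing the human receptor were seeded at 1500 cells/well, incubated overnight at 37 degrees C in 5% CO2, then exposed to library compounds with dopamine controls for 90 minutes at 37 degrees C before luminescent detection.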
EPAC2 antagonist = blocks human EPAC2 exchange factor; Q8WZA2; EPAC2 GEF exchange of Rap1B-BODIPY-GDP, fluorescence; Potency, µM (titrated, usually from 114 µM), for the others: at the top dose activity, negative = inhibition, actives largely listed as inhibitors; 0.18% of 360,000 active; also: potency is read from the fitted curve at half-maximal effect; % is scaled to controls: 0 for no effect and ±100 for the full control effect; nearly all actives have a fitted effect of over 45% in size; many of its hits are not listed in these tables
MmCpn inh = inhibitors of Methanococcus maripaludis chaperonin (MmCpn) | purified Mm-Cpn ATPase, ADP Transcreener TR-FRET | Potency, µM (highest dose often 76.9 µM), for the others: at the top dose activity, negative = inhibition, usual class: inhibitors | 0.031% of 330,000 active | AID 504842; also: potency is read from the fitted curve at half-maximal effect; % is scaled to controls: 0 for no effect and ±100 for the full control effect; nearly all actives have a fitted effect of over 80% in size
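Eu-cryptate anti-ADP/ADP-d2 competition gives a ratio inversely related to ADP. Enzyme at 25 nM was pre-exposed to compound for 10 min, then given 10 uM ATP for 30 min, 37°C throughout.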
PTHR1 ag = PTHR1 (human) receptor agonism; HEK293 GP2 PTHR1 cells, GloSensor cAMP luminescence, 1 h; 0.075% of 410,000 active; Potency, µM (top dose mostly 115 µM), for the others: at the highest dose activation, actives largely listed as activators; Q03431; also: potency is read from the fitted curve at half-maximal effect; nearly all actives have a fitted effect of over 55% in size; some results filed as inactive show a strong effect at the top dose; inactives centre near -15; many of its hits are not listed in these tables
Target sequence (Q03431 whole entry, looked up): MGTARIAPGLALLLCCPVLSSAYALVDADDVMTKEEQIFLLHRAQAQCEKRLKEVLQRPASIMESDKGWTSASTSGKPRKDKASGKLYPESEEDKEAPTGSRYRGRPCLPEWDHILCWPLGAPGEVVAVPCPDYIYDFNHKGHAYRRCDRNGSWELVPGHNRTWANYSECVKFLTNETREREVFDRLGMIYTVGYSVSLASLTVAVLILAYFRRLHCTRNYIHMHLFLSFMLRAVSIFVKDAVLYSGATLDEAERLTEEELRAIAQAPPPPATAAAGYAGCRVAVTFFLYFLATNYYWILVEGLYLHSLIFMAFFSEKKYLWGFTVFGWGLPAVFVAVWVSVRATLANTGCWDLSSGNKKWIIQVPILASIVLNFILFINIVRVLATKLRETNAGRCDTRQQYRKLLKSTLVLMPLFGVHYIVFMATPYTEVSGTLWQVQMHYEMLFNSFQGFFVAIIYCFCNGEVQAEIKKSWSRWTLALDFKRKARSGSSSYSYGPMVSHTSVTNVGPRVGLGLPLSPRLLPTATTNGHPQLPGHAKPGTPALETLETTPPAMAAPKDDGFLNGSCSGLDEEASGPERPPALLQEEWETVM
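HEK-293-derived GP2 cells expressing PTHR1 and a GloSensor cAMP reporter, 3,000/well, plated overnight, given luciferin plus IBMX (each 0.5 mM as added) for 1 h at 37 °C, then compound for 1 h at 37 °C. Luminescence was read after 15 min at room temperature.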
EPAC2 ag = agonists of human EPAC2 (RAPGEF4). Q8WZA2. EPAC2 activation, biochemical qHTS; response scale: 100% = 6.5 mM cAMP response. Potency, µM (top dose mostly 154 µM), for inactives: at the highest dose activation, hits mostly activators. 0.079% of 360,000 active; also: potency is read from the fitted curve at half-maximal effect; nearly all actives have a fitted effect of over 50% in size
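Guanine nucleotide exchange by EPAC2 is measured as reduced fluorescence of BODIPY-GDP once it is released from 250 nM Rap1B. Plates are read kinetically for 30 min at room temperature; results are scaled to 6.5 mM cAMP.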
pAkt inh = blocks phosphorylation of Akt | Neuro2A IGF-stimulated pAkt S473 HTRF, 20 min; stronger effect = lower value | activity change, % for hits at 50 µM | 0.32% of 360,000 active; in the data active = activity change below about -80%; inconclusive = mostly about -51% to -80%; also: % is scaled to controls: 0 for no effect and ±100 for the full control effect
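Neuro2A cells in DMEM with 0.5% FBS, overnight at 37 deg C, given compound at single 50 µM final, then IGF (6 nM final) for 20 min at 37 deg C. Lysed; phospho-Akt Ser473 by HTRF after 24 h, 665/615 ratio.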
CCT chaperon mod = modulators of cytosolic chaperonin (CCT/TRiC) activity; activity change, % (concentration not given with the values), hits read low; 0.3% of 360,000 active; purified chaperonin ATPase assay, HTRF ADP detection, 30 min; in the data active = activity change below about -30%; also: % is scaled to controls: 0 for no effect and ±100 for the full control effect
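ATPase activity: ADP formed was measured by HTRF Transcreener (665/615 nm ratio) after 30 min at 37 deg C with 10 uM ATP. Compounds screened at one 76 uM concentration against 40 or 20 nM TRiC in Tris pH 7.4/KCl/MgCl2/DTT buffer.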
DRD3 agonist = agonists of human D3 dopamine receptor. AID 652048. P35462. max activation, %. D3R DiscoveRx beta-arrestin cells, luminescence, 90 min. 0.58% of 410,000 active; in the data active = max activation above about 30%; also: 0% is about no effect; mostly tested at two doses, the higher about 12 µM
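Agonist mode: compounds and dopamine controls were applied to plated cells for 90 min at 37 degrees C after an overnight attachment at 1500 cells/well. Luminescent read-out followed 30 - 60 minutes at room temperature with DiscoveRx detection reagent.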
Numbers without * were called inactive; i = inactive; ? = inconclusive; nt = no result given; [ ] = dose if it differs, or a comment. Unless noted, calls follow the shape of the dose curve; as a rule, active = well fitted curve in the direction sought with a large enough effect; inconclusive = small, poorly fitted or top-dose-only effect, or another doubt; inactive = no such curve, though single readings can be large; an effect the other way counts as inactive or inconclusive. Some of the compounds tested; rates above refer to the full screens.

SMILES | D3 antag | EPAC2 antagonist | MmCpn inh | PTHR1 ag | EPAC2 ag | pAkt inh | CCT chaperon mod | DRD3 agonist
CC(Sc1nnc(N)s1)C(=O)Nc1ccc2c(c1)OCCO2 (stereo not drawn) | -24 | -1% | -4% | -20% | 10% | i | -5.6 | -6
O=C(Nc1ccc(S(=O)(=O)N2CCOCC2)cc1)c1ccccc1F | 1 | 4% | 2% | -21% | 2% | i | -1.2 | 6
Cc1ccc(N2C(S)=C(C#N)C(=O)NC2c2ccco2)cc1 (stereo not drawn) | -2 | 4% | -3% | -45% | -7% | i | 1.2 | -6
Cc1cc(N2CCOCC2)nc2ccc(NC(=S)N3CCN(c4ccccc4)CC3)cc12 | -1 | 4% | 0% | i | -3% | i | -0.3 | -6
Cc1ccccc1CNC(=O)CCCC(=O)n1nc(C)c2ccccc21 | 6 | -7% | 1% | i | -3% | i | 0.6 | 0
COc1ccccc1/C=N/NC(=O)C(=O)NCc1cccnc1 | 0 | 7% | 0% | -1% | 6% | i | -0.4 | 5
COc1cc(OC)cc(-c2nc(N)n[nH]2)c1 | -7 | 9% | 2% | i | 1% | i | 3.3 | 3
CCOC(=O)C1(Cc2cccc(F)c2)CCN(Cc2cnc(C)s2)CC1 | -11 | 1% | 1% | i | -1% | i | -1.5 | -2
Cc1ccc(F)cc1NC(=O)c1sc2ncn(CC(=O)N3CCN(c4ccccn4)CC3)c(=O)c2c1C | 23 | 0% | -16% | -13% | 15% | i | -2.0 | 9
O=C(c1ccc(S(=O)(=O)N2CCCC2)cc1)N1CCCCCC1 | 16 | 2% | 0% | i | 5% | i | -2.5 | 6
COc1ccccc1CCNC(=O)C(=O)NCC1OCCN1S(=O)(=O)c1ccc(C)cc1 (stereo not drawn) | 19 | -3% | 2% | -34%[inhibitor] | 3% | i | -0.5 | 1
COc1ccccc1N(CCC#N)C(=O)CSc1nc(-c2ccccc2)cn1N | -16 | -8% | -1% | -72%[inhibitor] | 9% | i | -2.3 | -8
CCCc1nc(SC)[nH]c(=O)c1C | -5 | 6% | 0% | -17% | 9% | i | -2.3 | -7
Cc1c(C(=O)/C=C/N(C)C)nnn1-c1ccc(Cl)cc1Cl | -28 | 3% | -10% | 30% | 6% | i | -0.6 | -7
CCCCC(=O)Nc1nc2ccc3nc(C)sc3c2s1 | -80* | 6% | -1% | ? | -7% | i | -0.6 | -5
COc1ccc(/C=C(/NC(=O)c2ccco2)C(=O)Nc2ccc(C(=O)O)cc2)cc1 | 2 | 12% | 3% | i | 3% | i | -1.7 | 1
O=C(O)COc1ccccc1/C=C1\SC(=O)N(Cc2ccc(F)cc2)C1=O | -10 | -2% | -28% | i | -8% | i | 1.1 | 15
COCC(=O)N(C)C[C@H]1N[C@@](C)(C(=O)OC)[C@H]2C(=O)N(C)C(=O)[C@@H]12 | 69 | 2% | 0% | -18% | -2% | i | -1.3 | 15
COc1ccccc1/C=C/CN1CCC(Oc2ccc(C(=O)N3CCCCC3)cc2)CC1 | -105* | -1% | -2% | -6% | -1% | i | -3.8 | -50
S=C(Nc1ccccc1)Nc1ccc(OCc2ccccc2)cc1 | 6 | -1% | 1% | -36% | -5% | nt | -2.0 | 1

Compounds above containing a halogen (five):
SMILES | D3 antag | EPAC2 antagonist | MmCpn inh | PTHR1 ag | EPAC2 ag | pAkt inh | CCT chaperon mod | DRD3 agonist
O=C(Nc1ccc(S(=O)(=O)N2CCOCC2)cc1)c1ccccc1F | 1 | 4% | 2% | -21% | 2% | i | -1.2 | 6
CCOC(=O)C1(Cc2cccc(F)c2)CCN(Cc2cnc(C)s2)CC1 | -11 | 1% | 1% | i | -1% | i | -1.5 | -2
Cc1ccc(F)cc1NC(=O)c1sc2ncn(CC(=O)N3CCN(c4ccccn4)CC3)c(=O)c2c1C | 23 | 0% | -16% | -13% | 15% | i | -2.0 | 9
Cc1c(C(=O)/C=C/N(C)C)nnn1-c1ccc(Cl)cc1Cl | -28 | 3% | -10% | 30% | 6% | i | -0.6 | -7
O=C(O)COc1ccccc1/C=C1\SC(=O)N(Cc2ccc(F)cc2)C1=O | -10 | -2% | -28% | i | -8% | i | 1.1 | 15

Next part.
SMILES | D3 antag | EPAC2 antagonist | MmCpn inh | PTHR1 ag | EPAC2 ag | pAkt inh | CCT chaperon mod | DRD3 agonist
c1ccc(Cc2nc3ccccc3o2)cc1 | 12 | 11% | 0% | i | 8% | i | -3.9 | -4
Cc1nc(NC(=O)COC(=O)[C@@H](NC(=O)c2ccco2)C(C)C)c(Cl)cc1Cl | -24 | -14% | 0% | -39% | 5% | i | -1.4 | -6
COc1ccnc2c1c(=O)n(Cc1ccc(F)cc1)c(=O)n2C | 10 | 5% | -7% | i | 0% | i | -0.4 | 16
Cc1cc(C(=O)Nc2ccc(C(=O)O)cc2)c(-c2ccccc2)o1 | 4 | 6% | 2% | i | -6% | i | 0.6 | -6
COc1ccccc1C(C(=O)NC1CCCC1)N(C(=O)c1csnn1)C1CC1 (stereo not drawn) | 16 | -1% | 0% | i | 4% | i | -0.6 | -1
O=C(Nc1ccc(S(=O)(=O)N2CCCCCC2)cc1)c1ccco1 | ? | 1% | 0% | -8% | 7% | i | -1.7 | -2
CCC(=O)Nc1cccc(C2=NOC3(C2)C[C@@H](C(N)=O)N(C(=O)c2ccc(OC)cc2)C3)c1 (stereo partly drawn) | 12 | 15% | 1% | i | 10% | i | -0.3 | 14
Cc1ccc(C2/C(=C(/O)c3ccc(OC(C)C)cc3)C(=O)C(=O)N2CCN2CCOCC2)cc1 (stereo not drawn) | -9 | -5% | -3% | -16%[57.5 µM] | -6% | i | -1.6 | 2
COC(=O)c1ccc(Oc2coc3cc(OCc4cnn(-c5ccccc5)c4)ccc3c2=O)cc1 | 7 | 6% | -2% | -25% | -4% | i | -0.2 | 2
Cc1csc(NC(=O)c2cc3c(C)nn(Cc4ccccc4Cl)c3s2)n1 | 18 | -2% | ? | -14% | 2% | i | -1.8 | 1
Cc1ccc(CNc2ncnc3c2cnn3C2CCCCO2)cc1 (stereo not drawn) | 3 | -5% | nt | -13% | 10% | i | -0.5 | 2
Cn1nc(C(=O)Nc2ccc(Cl)c(S(=O)(=O)N3CCOCC3)c2)c2ccccc2c1=O | -14 | -5% | -1% | -46%[inhibitor] | -1% | i | -0.7 | -8
COc1cccc(NC(=O)C2CCN(Cc3cnn(-c4ccccc4)c3-n3cccc3)CC2)c1 | -50* | -9% | -7% | -13%[57.5 µM] | 8% | i | -1.8 | -1
CCc1cccc(NC(=O)C2CCCN(c3cnccn3)C2)c1 (stereo not drawn) | 2 | -9% | 0% | -3% | 1% | i | -0.8 | -2
CCN(Cc1cnn(C)c1)C(=O)c1cc(COc2cc(C)c(Cl)c(C)c2)on1 | 2 | -15% | 0% | -1% | 5% | i | -0.4 | -5
CCOc1nc2ccccc2nc1NS(=O)(=O)c1ccccc1 | -7 | 3% | -1% | -44%[inhibitor][57.5 µM] | 7% | i | -3.2 | 0
Cc1ccc(SCc2c(C(=O)N/N=C/c3ccccc3)nnn2-c2nonc2N)cc1 | 18 | -1% | -2% | -40%[inhibitor] | 13% | i | 2.0 | 12
CC1CC(C)CN(C(=O)CN2C(=O)NC(C)(C)C2=O)C1 (stereo not drawn) | 1 | 9% | -7% | -10% | 10% | i | -0.6 | 6
CC(=O)N1CCN(CC(=O)Nc2ccc([N+](=O)[O-])cc2Br)CC1 | -4 | 4% | -1% | -17% | -1% | i | 0.0 | 6
COc1ccc(Cn2cc(CN3CC(N4CCN(CCO)CC4)CS3(=O)=O)nn2)cc1 (stereo not drawn) | 6 | 0% | nt | -14% | 9% | i | 0.1 | 4

For convenience, some entries already given.
SMILES | D3 antag | EPAC2 antagonist | MmCpn inh | PTHR1 ag | EPAC2 ag | pAkt inh | CCT chaperon mod | DRD3 agonist
CC1CC(C)CN(C(=O)CN2C(=O)NC(C)(C)C2=O)C1 (stereo not drawn) | 1 | 9% | -7% | -10% | 10% | i | -0.6 | 6
CC(=O)N1CCN(CC(=O)Nc2ccc([N+](=O)[O-])cc2Br)CC1 | -4 | 4% | -1% | -17% | -1% | i | 0.0 | 6
COc1ccc(Cn2cc(CN3CC(N4CCN(CCO)CC4)CS3(=O)=O)nn2)cc1 (stereo not drawn) | 6 | 0% | nt | -14% | 9% | i | 0.1 | 4

Carrying on.
SMILES | D3 antag | EPAC2 antagonist | MmCpn inh | PTHR1 ag | EPAC2 ag | pAkt inh | CCT chaperon mod | DRD3 agonist
CCOC(=O)C1CCN(CC(C)(C)NS(=O)(=O)c2ccc(Cl)cc2)CC1 | -17 | 3% | 1% | i | 0% | i | -0.2 | -11
CCOC(=O)C1=C(C)N(C[C@@H]2CC[C@@H](Cc3ccc4cc(OC)ccc4c3)O2)C(=O)NC1c1ccccc1 (stereo partly drawn) | 0 | -1% | 0% | -10% | 13% | i | 0.7 | 1
COc1ccc(C(=O)NC(C)c2nnc(SCC(=O)NC3=NCCS3)n2C)cc1 (stereo not drawn) | 11 | 3% | 2% | -6% | -4% | i | -0.5 | -8
COCCN(C(=O)COC(=O)c1ccc(C)o1)c1c(N)n(Cc2ccccc2)c(=O)[nH]c1=O | 0 | 12% | 1% | -23% | 1% | i | 2.4 | -2
CCOC(=O)N1CCN(C(=O)c2ccc3c(SCC(=O)O)c4c(nc3c2)CCCC4)CC1 | 0 | 5% | -2% | -10% | 4% | i | 0.4 | 2
COc1ccc(-c2cc(=Nc3ccc(C)cc3)c3ccccc3o2)cc1 | -16 | -2% | 2% | -19% | 8% | i | 1.3 | -3
COc1ccc(CCNC(=O)Cn2nnc3ccccc3c2=O)cc1 | -22 | 10% | 1% | i | 9% | i | -0.7 | -2
Cn1c(C(=O)NCC2CCCO2)cc2c(=O)[nH]c3ccccc3c21 (stereo not drawn) | -10 | 6% | 0% | -32%[inhibitor] | 4% | i | 0.7 | 2
